From PubChem
Fluorescein autfl: fluorescein region autofluorescence. Compound autofluorescence, 480/540 nm, fluorescein-equivalent; active compounds read high. max fluorescein-equivalent concentration, M. 0.91% of 59,000 active; in the data active = max fluorescein-equivalent concentration above about 10 nM; inconclusive = between about 1.1 nM and that limit
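Read-out is intrinsic compound fluorescence at 480/540 nm (excitation/emission), expressed as dye-equivalent concentration using a fluorescein standard series run on every plate. Compounds sat 15 min at room temperature in 100 mM Tris, pH 8.0.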
Rhodamine fluor: compound fluoresces in the rhodamine spectral region | Rhodamine-region fluorescence, 547/598 nm, Tris buffer; active compounds read high | max dye-equivalent concentration, M | 0.05% of 59,000 active; in the data active = max dye-equivalent concentration above about 11 nM; inconclusive = between about 1.1 nM and that limit
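Compound fluorescence in 100 mM Tris, pH 8.0, read after 15 min at room temperature with 547 nm excitation and 598 nm emission. Output is dye-equivalent concentration from an on-plate rhodamine standard series.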
Tau fil binding: binds recombinant human tau filaments. recombinant tau filaments, thioflavin S fluorescence, 15 h; filaments grown with octadecylsulfate alongside compound. Potency, µM (series often up to 57.1 µM), without a hit: top-dose activity change, negative = inhibition. 2% of 71,000 active. AID 596;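 also: potency is read from the fitted curve at half-maximal effect; % is scaled to controls: 0 for no effect and ±100 for the full control effect; actives lower thioflavin S fluorescence by blocking filaments or displacing dye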
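ThS-based fibril read: tau 1 uM final, inducer ODS 30 uM final, 37 C for 15 h, ex 450/em 510 nm.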
A350 fluor: compounds fluorescent in Alexa 350 spectral region. Compound autofluorescence, 340/450 nm, Alexa 350 dye-equivalents; active compounds read high. max dye-equivalent concentration, M. 11% of 59,000 active. AID 590; in the data active = max dye-equivalent concentration above about 10 nM; inconclusive = mostly about 1.1 nM to 9.6 nM
Casp1 inh: allosteric or competitive inhibitors of human caspase-1 | P29466 | Caspase-1 enzyme, Ac-WEHD-AFC fluorogenic rate | Potency, µM (series often up to 57.5 µM), inactives show at the highest dose activity change, negative = inhibition, usual class: inhibitors | 0.03% of 75,000 active | AID 900;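 also: potency is read from the fitted curve at half-maximal effect; plate controls were vehicle for no effect and no substrate for full effect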
Target sequence (P29466 120-297 limits assumed): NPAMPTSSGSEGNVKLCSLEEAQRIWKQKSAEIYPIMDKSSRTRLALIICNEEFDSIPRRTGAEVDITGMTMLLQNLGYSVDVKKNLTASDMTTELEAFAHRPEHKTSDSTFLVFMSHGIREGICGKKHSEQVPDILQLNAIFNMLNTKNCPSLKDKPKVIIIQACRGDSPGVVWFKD
Target sequence (P29466 317-404 limits assumed): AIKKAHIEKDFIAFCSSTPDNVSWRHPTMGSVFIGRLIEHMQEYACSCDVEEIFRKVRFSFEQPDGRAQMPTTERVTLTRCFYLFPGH
TexasRed autofl: compounds fluorescent in Texas Red spectral region | Compound fluorescence, Texas Red channel, 547/618 nm; active compounds read high | max dye-equivalent concentration, M | 0.06% of 59,000 active; in the data active = max dye-equivalent concentration above about 10 nM; inconclusive = between about 1.1 nM and that limit
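Spectral interference profiling: each compound concentration's relative fluorescence, read with a 547 nm excitation and 618 nm emission filter pair, was normalized to a per-plate Texas Red standard curve.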
Luciferase inh: blocks Photinus pyralis firefly luciferase activity. P08659. purified firefly luciferase, luminescence, 8 min. Potency, µM (doses to about 57.1 µM), for inactives: top-dose activity change, negative = inhibition, actives largely listed as inhibitors. 2.2% of 72,000 active. AID 411; also: potency is read from the fitted curve at half-maximal effect; % is scaled to controls: 0 for no effect and ±100 for the full control effect; nearly all actives have a fitted effect of over 40% in size
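Substrate buffer containing 10 uM ATP (pH 7.2 imidazole, Mg2+, KCl, detergent, BSA) is dispensed, compound pinned in, then luciferase/luciferin detector mix added. After 8 min at ambient temperature, light output is measured.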
ERK AVP inh: blocks ERK signaling stimulated by vasopressin | HEK293-V1b, vasopressin-stimulated pERK AlphaScreen | Potency, µM (top dose mostly 57.5 µM), for inactives: top-dose activity, negative = inhibition, actives largely listed as inhibitors | 0.99% of 72,000 active; also: potency is read from the fitted curve at half-maximal effect; % is scaled to controls: 0 for no effect and ±100 for the full control effect; nearly all actives have a fitted effect of over 55% in size
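Phosphorylated ERK1/2 detected via AlphaScreen bead proximity in lysates of V1b-expressing HEK293 cells given 25 nM vasopressin for 5 min after 30 min compound exposure (37 °C). AC50 from Hill equation; basal DMSO 0%, vasopressin 100%.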
HEK293 cAMP ctrl: counter-screen for TSHR agonists: cAMP increase in parental HEK293 | AID 938 | Potency, µM (series often up to 57.1 µM), without a hit: top-dose activation, most hits filed as activators | parental HEK293 CNG cAMP sensor, membrane potential fluorescence | 2.5% of 73,000 active; also: potency is read from the fitted curve at half-maximal effect; % of control where 0% means no effect; nearly all actives have a fitted effect of over 55% in size
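Parental HEK 293 cells stably expressing a modified CNG channel (no TSHR) report cAMP rise as membrane depolarization. Membrane potential dye with 100 uM RO 20-1724 was loaded for 60 min at room temperature, then compound added for 30 min; fluorescence read at 590 nm.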
Casp7 inh: blocks human caspase-7 allosterically or competitively. P55210. recombinant caspase-7, Ac-DEVD-AFC fluorescence rate. Potency, µM (titrated, usually from 57.5 µM), for inactives: at the top dose activity change, negative = inhibition, most hits filed as inhibitors. 0.02% of 75,000 active; active = well fitted inhibition curve with a large enough effect in the main read-out, with a control signal flat, not every such curve was filed as active; inconclusive = small, poorly fitted or top-dose-only effect, or a change in a side signal; also: potency is read from the fitted curve at half-maximal effect; % of control where 0% means no effect
Target sequence (P55210 24-198 limits assumed): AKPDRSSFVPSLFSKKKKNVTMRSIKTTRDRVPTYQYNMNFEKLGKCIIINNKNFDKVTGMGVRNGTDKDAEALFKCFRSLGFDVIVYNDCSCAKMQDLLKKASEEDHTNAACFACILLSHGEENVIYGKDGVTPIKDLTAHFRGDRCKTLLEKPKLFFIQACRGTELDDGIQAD
Target sequence (P55210 207-303 limits assumed): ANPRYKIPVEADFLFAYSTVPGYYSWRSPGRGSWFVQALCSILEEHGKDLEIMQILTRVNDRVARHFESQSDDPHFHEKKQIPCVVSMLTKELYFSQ
4MU fluor: compound fluoresces in the 4-MU spectral region | compound autofluorescence, 340/450 nm, 4-MU equivalents; active compounds read high | max dye-equivalent concentration, M | 11% of 59,000 active | AID 589; in the data active = max dye-equivalent concentration above about 10 nM; inconclusive = mostly about 1.1 nM to 9.6 nM
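Compounds in 100 mM Tris, pH 8.0, sat 15 min at room temperature before fluorescence was read at 340 nm excitation/450 nm emission; a per-plate six-point 4-MU standard curve converted signals to dye-equivalent concentration at each compound concentration.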
The depositor's hits bear a star; i = inactive; ? = inconclusive; . = no result given; [ ] = another dose, or the depositor's remark. Unless noted, calls follow the shape of the dose curve; as a rule, active = well fitted curve in the direction sought with a large enough effect; inconclusive = small, poorly fitted or top-dose-only effect, or another doubt; inactive = no such curve, though single readings can be large; an effect the other way counts as inactive or inconclusive.

Value order – Fluorescein autfl | Rhodamine fluor | Tau fil binding | A350 fluor | Casp1 inh | TexasRed autofl | Luciferase inh | ERK AVP inh | HEK293 cAMP ctrl | Casp7 inh | 4MU fluor
1) CCCOC(=O)Nc1ccc(C(N)=O)cc1
 : . | . | 3% | . | -2% | . | -4% | ? | 16% | 1% | .
2) CCOc1ccc(NC(=O)CN2CCN(CC(=O)Nc3ccc4c(c3)OCO4)CC2)cc1
 : ? | i | 12% | i | -1% | i | 1% | -10% | 4% | -1% | i
3) CCc1nc2cc(Cl)c(Cl)cc2[nH]1
 : i | i | 60% | i | -1% | i | -2% | -15% | 17% | 0% | i
4) CC1CCc2cc(F)ccc2N1C(=O)CN1C(=O)c2ccccc2C1=O (stereo not given)
 : i | i | -10% | i | -2% | i | 0% | -12% | 1% | 0% | i
5) O=C(O)c1ccccc1C(=O)O
 : . | . | 2% | . | 1% | . | . | 9% | 3% | 0% | .
6) Cc1cc(C)c2c(=O)n(-c3ccccc3)[nH]c2n1
 : i | i | -4% | i | -2% | i | -1% | -6% | 6% | -3% | i
7) COC(=O)c1ccc2c(c1)NC(=O)C(N1CCCCC1)S2 (stereo not given)
 : i | i | -6% | ? | -1% | i | 1% | -21% | 9% | 0% | ?
8) CC(C)(C)c1cc(CNC2CS(=O)(=O)C[C@@H]2O)cc(C(C)(C)C)c1O (stereo not given in full)
 : i | i | ? | ? | -1% | ? | 0% | 11% | 20% | -2% | i
9) CCCC(c1nnnn1C1CCCCC1)N1CCN(c2ncccn2)CC1 (stereo not given)
 : i | i | 6% | i | -2% | i | 1% | -5% | 15% | 0% | i
10) O=C(CSc1ccc(Cl)cc1)NC1CCCC1
 : . | . | 4%[11.4 µM] | . | 0% | . | -4% | 13% | ? | -2% | .
11) N#CCSc1nnc(-c2ccccc2O)n1CCc1ccccc1
 : i | i | 3% | i | 0% | i | 0% | -16% | 17% | 1% | i
12) CC1(C)CC(=O)C2=C(C1)OC(c1cccs1)C(C#N)=C2N (stereo not given)
 : i | i | -7% | i | 1% | i | 4% | 4% | 28% | -1% | i
13) O=C(c1csnn1)N1CCC2(CC1)CN(c1cccc(-c3ccccc3)c1)C2
 : i | i | 2% | i | -9% | i | -6%[11.4 µM] | -19% | ? | -7% | i
14) Cc1nc(NCc2ccccc2)c2nc(-c3ccccc3)n(CCN3CCOCC3)c2n1
 : . | . | 7% | . | 1% | . | . | 9% | 32µM* | -3% | .
15) S=C(S)NCCN1CCNCC1
 : i | i | 1%[11.4 µM] | i | 4%[11.5 µM] | i | -1%[11.4 µM] | 8%[11.5 µM] | 7%[11.4 µM] | -2%[11.5 µM] | i
16) Cc1ccc2cc(CN(CC3CCCO3)C(=O)NC3CCCCC3)c(=O)[nH]c2c1C (stereo not given)
 : i | i | 2% | i | -1% | ? | -1% | -29% | 19% | -1% | i
17) Clc1ccc(Cl)c2sc(N3CCCC3)nc12
 : ? | i | 36% | i | -3% | i | 0% | -12% | 12% | -1% | i
18) O=C(CC1(O)C(=O)Nc2ccccc21)c1ccc2c(c1)OCO2 (stereo not given)
 : . | . | 0%[11.4 µM] | . | -2% | . | 1% | 21% | 6%[11.4 µM] | 0% | .
19) COc1cccc(Cn2c(=O)c(-c3cn(C)c4ccccc34)nc3cnc(OC)nc32)c1
 : ? | i | 3% | ? | ? | i | 1%[11.4 µM] | 9% | 16% | ? | ?
20) CCC(=O)N1CCc2cc(S(=O)(=O)NC(C(=O)NCc3ccc(C)cc3)C(C)C)ccc21 (stereo not given)
 : i | i | 31% | i | -2% | i | 0% | 9% | -5% | 2% | i
21) O=C(NCc1ccc(Cl)cc1)C1CCCN(S(=O)(=O)c2cnc[nH]2)C1 (stereo not given)
 : . | . | -6% | . | 2% | . | 0% | -4% | 2% | 0% | .
22) COc1ccc(N2Cc3cccc(C(=O)O)c3C2=O)cc1
 : . | . | -15% | . | -1% | . | -3% | . | 3% | -4% | .
23) CN(C)CCNC(=O)c1ccc(Cl)s1
 : i | i | 8% | i | 0% | i | 2% | ? | 4% | 0% | i
24) CCOC(=O)N1CCN(C(=O)C2CCN(C(=O)c3cc4sccc4n3CC)CC2)CC1
 : . | . | -10% | . | 0% | . | -1% | -4% | -5% | -1% | .
25) CC(C)(C)N=C1NC(=NC(C)(C)C)c2ccccc21
 : ? | i | 2.5µM* | 8.3e-08M* | 0% | i | 1% | 28% | 2% | 9% | 6.7e-08M*
26) COc1ccccc1N1C(=O)CC(Sc2ncccc2C(=O)O)C1=O (stereo not given)
 : ? | i | -3% | i | 0% | i | 2% | -5% | 14% | 0% | i
27) CC(C)OC(=O)CSc1nc(N)c(C#N)c(-c2cccs2)c1C#N
 : . | . | 311% | . | -1% | . | 0% | -17% | ? | -3% | .
28) CCCC(=O)Nc1nc(-c2ccc3c(c2)OCCO3)cs1
 : . | . | 48% | . | -2% | . | 1% | . | 3% | -1% | .
29) CCn1ncc(C2=NOC(C(=O)Nc3c(C)n(C)n(-c4ccccc4)c3=O)C2)c1C (stereo not given)
 : . | . | 2% | . | -2% | . | 0% | 2% | ? | 0% | .
30) Cc1ccc(CCN2CC(C(=O)NCCCN3CCOCC3)CC2=O)cc1 (stereo not given)
 : ? | i | 0% | i | 3% | i | 0% | -11% | 10% | 0% | i
31) CCOc1ccccc1C(=O)N1CCC(n2nnc3cc(C)ccc32)CC1
 : ? | i | 4% | i | 2% | i | -2% | -5% | 16% | 0% | i
32) CCCC(C(=O)NC1CCCC1)N(CCCN1CCOCC1)C(=O)c1snc(C(N)=O)c1N (stereo not given)
 : i | i | -8% | 1.2e-07M* | -6% | i | -2% | -3% | 9% | -5% | 1.3e-07M*
33) COc1ccc2nc(NC(=O)C3CCN(S(=O)(=O)c4cnc[nH]4)CC3)sc2c1
 : i | i | -3% | i | 0% | i | -4% | ? | -11% | -3% | i
34) Cc1c(C(O)CN2CCN(Cc3ccc4c(c3)OCO4)CC2)c2ccccc2n1C (stereo not given)
 : i | i | -20% | i | -5% | i | 4% | -24% | 13% | -4% | i
35) CCN(C(=O)CCc1nc(-c2ccc(OC)cc2)no1)c1cc(OC)ccc1OC
 : i | i | 15% | i | -3% | i | 2% | -22% | ? | -1% | i
36) COc1cc(-c2nc(S(=O)(=O)c3ccc(Cl)cc3)c(N3CCOCC3)o2)cc(OC)c1OC
 : i | i | 109% | i | -6% | ? | -1% | -29% | -5% | 0% | i
37) O=C(O)CC(NS(=O)(=O)c1ccc(Br)cc1)c1ccco1 (stereo not given)
 : i | i | -1% | ? | -7% | ? | -1% | 0% | -2% | 0% | ?
38) CCCCCNC(=O)C(C#N)c1nc2ccccc2nc1N1CC(C)OC(C)C1 (stereo not given)
 : ? | i | . | ? | . | i | 1%[25.5 µM] | . | . | . | ?
39) COc1ccc(OC)c(N(CC(=O)NCc2cccnc2)S(C)(=O)=O)c1
 : ? | i | 12% | i | -6% | i | 0% | -12% | 1% | 0% | i
40) COc1ccc(NC(=O)CCN2CCCCC2)cc1
 : ? | i | -7% | i | 0% | i | 2% | 1% | 4% | 1% | i

Compounds above with a Cl atom, in the order listed:
Value order – Fluorescein autfl | Rhodamine fluor | Tau fil binding | A350 fluor | Casp1 inh | TexasRed autofl | Luciferase inh | ERK AVP inh | HEK293 cAMP ctrl | Casp7 inh | 4MU fluor
3) CCc1nc2cc(Cl)c(Cl)cc2[nH]1
 : i | i | 60% | i | -1% | i | -2% | -15% | 17% | 0% | i
10) O=C(CSc1ccc(Cl)cc1)NC1CCCC1
 : . | . | 4%[11.4 µM] | . | 0% | . | -4% | 13% | ? | -2% | .
17) Clc1ccc(Cl)c2sc(N3CCCC3)nc12
 : ? | i | 36% | i | -3% | i | 0% | -12% | 12% | -1% | i
21) O=C(NCc1ccc(Cl)cc1)C1CCCN(S(=O)(=O)c2cnc[nH]2)C1 (stereo not given)
 : . | . | -6% | . | 2% | . | 0% | -4% | 2% | 0% | .
23) CN(C)CCNC(=O)c1ccc(Cl)s1
 : i | i | 8% | i | 0% | i | 2% | ? | 4% | 0% | i
36) COc1cc(-c2nc(S(=O)(=O)c3ccc(Cl)cc3)c(N3CCOCC3)o2)cc(OC)c1OC
 : i | i | 109% | i | -6% | ? | -1% | -29% | -5% | 0% | i

Other records follow.
Value order – Fluorescein autfl | Rhodamine fluor | Tau fil binding | A350 fluor | Casp1 inh | TexasRed autofl | Luciferase inh | ERK AVP inh | HEK293 cAMP ctrl | Casp7 inh | 4MU fluor
41) O=C(CN(C1CC1)S(=O)(=O)c1ccc(S(=O)(=O)NC2CCCCC2)cc1)Nc1ccccc1
 : ? | i | -2% | i | -3% | i | -1% | 15% | -34%[inhibitor] | -1% | i
42) O=C(COc1cccc(NC(=O)c2ccco2)c1)c1ccccc1
 : i | i | -7% | i | -3% | i | -7% | -29% | ? | -1% | i
43) COc1cc(NC(=O)Nc2cccc(C(C)=O)c2)cc(OC)c1OC
 : i | i | -1% | i | 1% | ? | -27% | -2% | -9% | -1% | i
44) CC(=O)N1CCN(C2c3cccc4cccc(c34)C2NS(=O)(=O)c2ccccc2)CC1 (stereo not given)
 : i | i | . | i | . | i | 1%[25.5 µM] | . | . | . | i
45) Cc1ccc(OCc2nc(-c3ccccc3)no2)c(C)c1
 : . | . | 2% | . | -4% | . | 16µM* | 72%[activator] | ? | -1% | .

These rows are one share of the data, so the mix of outcomes need not match the whole.
